mIAP inh = blocks mouse intestinal alkaline phosphatase | purified mouse IAP, CDP-Star luminescence, 30 min | inhibition, % at 10 µM | actives 0.2% (n = 330,000);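 active = inhibition of at least 40% at 10 µM in the primary screen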;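 note: plate controls were DMSO with enzyme for no effect and no enzyme wells for full effect; values of inactives mirror those of a sister screen read the other way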
TIM10 inh = TIM10 yeast growth inhibition; S. cerevisiae TIM10 strain growth, BacTiter-Glo luminescence, 24 h; actives 1.4% (n = 330,000); inhibition, % at 10 µM;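 active = inhibition of 40% or more at the single tested concentration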;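 note: wild-type TIM10 isogenic control strain grown at permissive 25 °C; 0% = DMSO yeast wells and 100% = minimal medium wells without yeast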
NALP3 yeast inh = inhibitors of NALP3 inflammasome in yeast; Yeast reconstituted NLRP3/ASC/caspase-1, beta-gal luminescence, 24 h; actives 0.39% (n = 330,000); inhibition, % at 10 µM; AID 2825;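 active = inhibition of 50% or more; inactive = inhibition below 50%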;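 note: plate controls were induced DMSO wells for no effect and uninduced yeast grown without galactose for full effect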
APOBEC3G inh = blocks human APOBEC3G single-stranded DNA deamination | recombinant A3G, ssDNA deamination FAM/TAMRA fluorescence | inhibition, % at 20 µM | actives 0.28% (n = 330,000) | Q9HC16;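 active = inhibition of at least 40% at 20 µM, with no more than 30% in the related APOBEC3A deaminase screen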;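 note: plate controls were DMSO wells with A3G for no effect and wells lacking A3G enzyme for full effect; some compounds called inactive have numbers as strong as hits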
Target sequence (Q9HC16 whole entry, looked up): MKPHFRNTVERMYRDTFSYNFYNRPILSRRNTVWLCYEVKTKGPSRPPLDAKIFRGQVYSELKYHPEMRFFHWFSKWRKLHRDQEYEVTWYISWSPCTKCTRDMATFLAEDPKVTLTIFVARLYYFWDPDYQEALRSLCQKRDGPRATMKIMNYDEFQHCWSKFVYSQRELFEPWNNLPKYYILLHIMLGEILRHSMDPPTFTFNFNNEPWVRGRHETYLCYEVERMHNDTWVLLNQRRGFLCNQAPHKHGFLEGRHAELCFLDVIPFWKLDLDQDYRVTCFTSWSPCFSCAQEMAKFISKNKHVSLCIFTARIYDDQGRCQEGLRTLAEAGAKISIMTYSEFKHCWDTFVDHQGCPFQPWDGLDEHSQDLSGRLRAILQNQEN
MIN6 prolif = MIN6 beta-cell proliferation induction | actives 0.29% (n = 330,000) | proliferation, % at 10 µM | MIN6 cells proliferation, ATPlite luminescence, 48 h; cells starved in 0.2% serum; 100% = growth in 10% serum | AID 2380;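 active = compounds whose signal lies at least 3.5 SD above the mean of all wells on their plate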;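 note: 0% = DMSO-treated cells in low-serum medium and 100% = 10% serum control; some compounds called inactive have numbers as strong as hits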
mIAP act = mouse IAP activation; AID 2805; muIAP, CDP-Star luminescence, 30 min; hits give high values; 1 = vehicle-only enzyme signal, 0 = enzyme-free wells; activation factor at 10 µM; actives 0.24% (n = 330,000);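 active = activation factor of at least 2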; note: the source names both 10 and 20 µM as test concentration; values of inactives mirror those of a sister screen read the other way
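System: mouse IAP enzyme. Reagent: CDP-Star chemiluminescent phosphatase substrate. Benchmarks: DMSO wells, no-enzyme wells. Times: 30 min enzyme-substrate-compound incubation at room temperature. Detection: luminescence from enzymatic CDP-Star hydrolysis. Doses: test compounds delivered from DMSO solution.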
hIAP block = human IAP inhibition. AID 2544. actives 0.12% (n = 330,000). P09923. inhibition, % at 10 µM. purified IAP, CDP-Star luminescence, 30 min;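 active = inhibition reaching a set limit with compound at 10 µM in the primary screen, cut at about 35% in these data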;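 note: plate controls were DMSO wells with enzyme for no effect and no-enzyme buffer wells for full effect; values of inactives mirror those of a sister screen read the other way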
Target sequence (P09923 whole entry, looked up): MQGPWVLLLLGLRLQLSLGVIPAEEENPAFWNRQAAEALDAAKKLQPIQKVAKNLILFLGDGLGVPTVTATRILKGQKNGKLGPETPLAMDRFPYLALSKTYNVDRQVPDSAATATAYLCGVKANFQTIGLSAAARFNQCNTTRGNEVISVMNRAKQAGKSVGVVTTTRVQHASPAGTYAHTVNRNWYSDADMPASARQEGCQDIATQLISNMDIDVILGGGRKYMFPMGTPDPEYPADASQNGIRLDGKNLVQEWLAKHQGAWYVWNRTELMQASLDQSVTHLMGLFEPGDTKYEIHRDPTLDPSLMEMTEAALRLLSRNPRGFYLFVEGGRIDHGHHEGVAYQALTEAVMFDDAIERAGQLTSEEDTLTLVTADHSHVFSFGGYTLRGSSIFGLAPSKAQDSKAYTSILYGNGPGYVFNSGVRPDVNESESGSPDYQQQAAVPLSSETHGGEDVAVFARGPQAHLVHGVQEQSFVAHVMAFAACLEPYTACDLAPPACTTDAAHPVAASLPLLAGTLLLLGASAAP
A3A deaminase = inhibitors of human APOBEC3A DNA deaminase. actives 0.41% (n = 330,000). AID 493011. recombinant A3A, FAM/TAMRA ssDNA deamination fluorescence. inhibition, % at 20 µM;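 active = at least 40% inhibition at 20 µM here, with at most 30% in a related deaminase screen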;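 note: plate controls were A3A with DMSO for no effect and wells lacking A3A enzyme for full effect; some results filed as inactive read as strong as hits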
tim10-1 inh = inhibits growth of tim10-1 mutant yeast | AID 463190 | S. cerevisiae tim10-1 ts strain growth, BacTiter-Glo, 24 h | inhibition, % at 20 µM | actives 2.2% (n = 330,000);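 active = inhibition of at least 40%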;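 note: mutant grown at 25 °C; 0% = DMSO wells with yeast and 100% = wells holding no yeast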
The depositor's hits bear a star; . = no result given.

SMILES	mIAP inh	TIM10 inh	NALP3 yeast inh	APOBEC3G inh	MIN6 prolif	mIAP act	hIAP block	A3A deaminase	tim10-1 inh
CCOc1ccc([C@@H]2CC=C(C(=O)O)[C@H](c3cccc(Cl)c3)N2S(=O)(=O)c2ccc(C)cc2)cc1	2	15	-13	-9	-2	0.98	16	-5	15
O=C(NCC1CCCCC1)c1cccc(Br)c1	-1	6	17	-4	-1	1	-1	-2	15
O=C1[C@H]2[C@@H](C3CC3)N3C(=O)CN(Cc4ccccn4)C(=O)[C@@]3(Cc3ccccc3)[C@H]2C(=O)N1c1ccccc1	-13	-9	-1	-12	-1	1.1	-6	-6	18
Cc1nn(-c2cccc(C(=O)O)c2)c(C)c1Oc1ccccc1O	3	-1	4	-2	-2	0.97	-10	0	4
CCCCN(C(=O)c1cc2ccccc2o1)c1c(N)n(CC(C)C)c(=O)[nH]c1=O	8	14	-3	-5	-1	0.92	7	-1	4
O=C(Cn1c(=O)sc2ccccc21)Nc1nc2c(s1)CCCC2	7	2	9	0	-1	0.93	-3	7	34
Cc1ccc(S(=O)(=O)N2CCCCC2)cc1NC(=O)CNc1ccccc1N1CCCC1=O	-6	12	9	-4	2	1.1	0	3	-9
O=C(NN=C1CCCC1)c1ccccc1[N+](=O)[O-]	-5	-1	7	-6	0	1	-9	-6	-5
CCOC(=O)CSc1nc2c(c(=O)[nH]c(=O)n2C)n1Cc1ccccc1	3	-4	9	-8	-1	0.97	-22	-6	6
CN(C)C(=O)CCc1ccc2c3c([nH]c2c1)[C@]1(CCc2ccccc2)[C@@H](C(=O)N2CCCCC2)C[C@H](CC(=O)NCc2cccc(C(F)(F)F)c2)C(=O)N1CC3	-22	29	.	-3	.	1.3	.	2	15
CCN(CC)S(=O)(=O)c1ccc(N2CCOCC2)c(NS(=O)(=O)c2ccc(C)c(C)c2)c1	5	35	11	-2	0	0.95	-10	3	29
O=C(NC(=O)N1CCN(c2ccc([N+](=O)[O-])cn2)CC1)c1ccccc1F	5	12	13	-3	0	0.95	0	2	12
O=C(NCCCN1CCCC1=O)c1ccc([N+](=O)[O-])s1	0	-17	33	4	-1	1	-4	3	5
CCC(CC)NC(=O)Nc1cccc(C)c1C	0	-2	8	-2	-2	1	15	-1	2
COc1ccc2oc(=Nc3ccc(C(=O)O)cc3)c(C(=O)NCc3ccco3)cc2c1	-21	-8	21	-11	-2	1.2	-14	-5	-8
COc1ccccc1N1CCN(C2CCCN(C(=O)CCc3cnn(C)c3)C2)CC1 (stereo not given)	6	0	22	-7	2	0.94	-14	-4	10
CC(O)CNCCOc1ccccc1-c1ccccc1 (stereo not given)	-3	-16	9	-4	-1	1	-6	5	-5
Cc1noc(C)c1NC(=O)N(C)C[C@H]1Oc2c(NC(=O)Nc3ccc4c(c3)OCO4)cccc2C(=O)N([C@H](C)CO)C[C@@H]1C	-15	-4	-7	-9	-1	1.1	6	-5	-3
O=C1c2ccccc2C(=O)N1CCCCN(C(=O)c1ccc(Cl)s1)c1ccc(Cl)cc1	7	-5	16	2	-3	0.93	12	-1	-2
O=C(NCCc1ccccc1F)C1CC(O)CN1C(=O)Nc1ccccc1 (stereo not given)	-13	-8	18	-4	-1	1.1	-6	-5	-6
CCCn1c(N)c(N(CCOC)C(=O)COC(=O)CSc2cc(C)c3ccccc3n2)c(=O)[nH]c1=O	-2	-2	16	-11	-1	1	-8	14	12
NS(=O)(=O)c1ccc(NNC(=O)c2ccccc2)cc1	-4	13	8	5	1	1	8	2	-5
COc1ccc(Nc2nc(NCc3ccco3)nc(N3CCOCC3)n2)cc1	-10	-6	23	-2	-4	1.1	6	-2	0
COc1ccccc1N1CCN(CC(=O)N2CCCC2)CC1	-3	11	6	-14	0	1	3	0	6
Cc1ccc(C2=NN(CCC#N)C(=O)CO2)cc1	-1	1	16	-6	3	1	-4	-1	-2
COc1ccc(C(=O)C(Cc2cc(C(C)=O)ccc2OC)N2CCCC2)cc1 (stereo not given)	-6	-13	16	-9	-3	1.1	-13	-1	15
CC1=C(C(=O)Nc2ccccn2)C(c2ccc3c(c2)OCO3)C2=C(CC(C)(C)CC2=O)N1 (stereo not given)	6	-1	7	3	-2	0.94	-2	-1	23
C[C@H]1CN([C@@H](C)CO)C(=O)c2cc(NC(=O)Nc3cccc4ccccc34)ccc2O[C@@H]1CN(C)Cc1ccc(-c2ccccc2)cc1	-288	5	10	9	-6	3.9*	-4	0	9
CCNc1nnc(SCC(=O)NC2CCCCCC2)s1	13	10	14	-7	3	0.87	-8	5	15
COc1ccc(-c2csc(NC(=O)c3ccccc3NS(=O)(=O)c3ccc(C)cc3)n2)cc1	10	27	5	-1	0	0.9	15	-1	18
CNC(=O)/C(=C\c1ccco1)NC(=O)c1ccco1	1	-2	20	-7	3	0.99	-6	-2	8
Cc1ccccc1COc1cccc(/C=N/NC(=O)c2nnn(-c3nonc3N)c2C)c1	-3	0	3	-5	2	1	-7	-1	-7
Cc1ccn2c(Nc3ccc4c(c3)OCO4)c(-c3ccccn3)nc2c1	17	11	41	-6	-5	0.83	-4	-1	-25
Cn1c(=O)cc(OCCCC(=O)NCCC2=CCCCC2)c2ccccc21	-1	16	3	-4	-3	1	-1	-3	21
COc1cccc(-c2cc(C(=O)N3CCN(C(c4ccccc4)c4ccccc4)CC3)no2)c1	2	57*	18	-9	-3	0.98	1	-5	40
CC(C)(C)n1nc2c(c1NC(=O)Cc1ccc([N+](=O)[O-])cc1)CS(=O)(=O)C2	0	23	17	-5	3	1	-8	-4	-12
COc1ccc(Cl)cc1S(=O)(=O)N1CCCC(C(=O)N2CCOCC2)C1 (stereo not given)	-6	-2	4	-3	1	1.1	-13	-1	0
CCOC(=O)CSC1=C(C#N)C(c2ccc(Cl)cc2)CC(=O)N1 (stereo not given)	0	4	16	-10	-2	1	6	1	20
COCC(C)NC(=O)c1cc(-c2ccccc2OC)on1 (stereo not given)	0	-3	-7	0	-4	1	22	4	19
COc1ccccc1C(c1nnnn1CCc1ccccc1)N1CCCCCC1 (stereo not given)	15	43*	9	0	-3	0.85	3	5	42*
O=C(O)C1CC=CCC1C(=O)NCc1ccc2c(c1)OCO2 (stereo not given)	1	9	-14	-5	-1	0.99	10	1	8
O=C(CN1CCCCCCC1)N/N=C/c1ccccc1F	4	7	8	0	0	0.96	1	0	4
CCOC(=O)c1ccc(NC(=O)Nc2ccon2)cc1	-45	-15	4	-3	-5	1.5	-10	0	-20
Cc1ccc(-c2cc(C(=O)Nc3nn[nH]n3)c3ccccc3n2)c(C)c1	6	1	-4	-5	3	0.94	18	1	12
COc1ccc(OC)c(S(=O)(=O)NCc2cccnc2)c1	9	5	6	-10	-2	0.91	-3	-6	2
CC1(C)Cc2c(cnn2-c2cccc(F)c2)C(NC(=O)c2csnn2)C1 (stereo not given)	-4	6	-2	-4	-3	1	2	0	31
COc1ccc(CC(=O)OCC(=O)Nc2ccc(Cl)cn2)cc1	1	-3	-1	-6	0	0.99	-12	-1	10
CCN(CC)S(=O)(=O)c1ccc2c(c1)nc(SCn1nnc3ccccc3c1=O)n2CC	-11	1	4	-10	-2	1.1	-12	-4	29
Cc1ccc(S(=O)(=O)N2CCC(C(=O)NCCCN3CCCC3=O)CC2)cc1	-7	0	2	-5	-3	1.1	-21	-2	5
CC/C(=N\NC(=O)c1ccc(Br)cc1)c1ccccc1	10	9	-6	-4	0	0.9	16	-3	11

Gathered by group, the compounds so far with an aryl thioether with sulfur outside any ring
SMILES	mIAP inh	TIM10 inh	NALP3 yeast inh	APOBEC3G inh	MIN6 prolif	mIAP act	hIAP block	A3A deaminase	tim10-1 inh
CCOC(=O)CSc1nc2c(c(=O)[nH]c(=O)n2C)n1Cc1ccccc1	3	-4	9	-8	-1	0.97	-22	-6	6
CCCn1c(N)c(N(CCOC)C(=O)COC(=O)CSc2cc(C)c3ccccc3n2)c(=O)[nH]c1=O	-2	-2	16	-11	-1	1	-8	14	12
CCNc1nnc(SCC(=O)NC2CCCCCC2)s1	13	10	14	-7	3	0.87	-8	5	15
CCN(CC)S(=O)(=O)c1ccc2c(c1)nc(SCn1nnc3ccccc3c1=O)n2CC	-11	1	4	-10	-2	1.1	-12	-4	29

More compounds follow:
SMILES	mIAP inh	TIM10 inh	NALP3 yeast inh	APOBEC3G inh	MIN6 prolif	mIAP act	hIAP block	A3A deaminase	tim10-1 inh
Cc1ccc(C(=O)Nc2ccc3c(c2)CCC3)o1	1	9	24	-1	-3	0.99	17	3	6
O=C(NCCN1CCOCC1)c1cc(-c2ccc(F)cc2)nc2ccccc12	4	8	18	-2	4	0.96	14	-2	12
COc1ccc(S(N)(=O)=O)cc1C(=O)OCC(=O)N1CC(=O)Nc2ccccc21	-2	-1	8	-11	6	1	16	-1	-9
CCOc1ccc(-c2cccc(NC(=O)c3cccs3)c2)nn1	4	-2	22	-13	3	0.96	4	-5	5
C#CCNC(=O)C1=C[C@H](c2ccc3c(c2)OCO3)C[C@H](OCCCCO)O1	21	5	16	8	-4	0.79	3	-2	7
O=C1C(C=NCCCN2CCOCC2)=C(O)c2ccccc21	-9	-1	9	-1	0	1.1	-1	0	2
CC1C(O)=C(c2nc3ccccc3[nH]2)C(=N)N1c1ccccc1 (stereo not given)	2	-17	24	-7	-2	0.98	9	-3	-11
O=C(CSc1nnc(SCc2ccc(Cl)cc2)s1)N1CCN(C(=O)c2ccco2)CC1	0	2	-11	1	-4	1	-1	2	17
Cc1ccccc1Nc1nc(N2CCOCC2)nc(N2CCOCC2)n1	4	2	13	-9	-5	0.96	-7	-4	-2
